Screening data: PubChem, National Center for Advancing Translational Sciences (NCATS)
BAZ2B block = blocks human BAZ2B | Q9UIF8 | AlphaScreen BAZ2B-H3K14Ac peptide displacement | Potency, µM (titrated, usually from 114 µM), inactives show at the top dose activity change, negative = inhibition, hits mostly inhibitors | 360,000 compounds, 4.4% hits | AID 504333; note: potency is the fitted concentration of half-maximal effect; % is set by controls: 0 for no effect and ±100 for the full control effect; nearly all actives have a fitted effect of over 60% in size
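Complex of BAZ2B and biotin-H3K14Ac (50 nM apiece) forms over 30 min at RT, then faces library compounds up to 110 uM for another 30 min; AlphaScreen beads added, 20 min dark incubation, luminescence read.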
HP1b chromo inh = HP1-beta chromodomain-methylated histone interaction inhibition. Potency, µM (titrated, usually from 114 µM), inactives show at the highest dose activity change, negative = inhibition, usual class: inhibitors. AlphaScreen HP1-beta / biotin-H3K9me3 peptide binding. 390,000 compounds, 0.56% hits; note: potency is the fitted concentration of half-maximal effect; nearly all actives have a fitted effect of over 70% in size; inactives centre near 23
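Compound inhibition of the preformed complex between 50 nM HP1-beta and 50 nM biotinylated H3K9me3 peptide was read by AlphaScreen. Buffer was PBS pH 7.4 with 0.01% Tween-20. Incubations ran 30 min at room temperature, with 10 ug/mL donor/acceptor beads.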
GLS inhibitor = inhibitors of human glutaminase (GLS). GLS enzymatic activity, qHTS titration. Potency, µM (doses to about 45.5 µM), for inactives: at the highest dose activity change, negative = inhibition, hits mostly inhibitors. 410,000 compounds, 0.21% hits. O94925; note: potency is the fitted concentration of half-maximal effect; % is set by controls: 0 for no effect and ±100 for the full control effect
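Read-out is an Amplex red fluorescence increase coupled through glutamate oxidase and HRP, measured before and after 30 min room-temperature incubation. hKGA is in 45 mM KH2PO4 (pH 8.2) with 0.02% Tween-20; glutamine added as 1mM solution.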
Tb PGK inh = inhibitors of T. brucei phosphoglycerate kinase | P07378 | PGK/GAPDH coupled, Kinase-Glo luminescence, 60 min | Potency, µM (top dose mostly 57.5 µM), without a hit: top-dose activity change, negative = inhibition, hits mostly inhibitors | 380,000 compounds, 0.043% hits | AID 602233; note: potency is the fitted concentration of half-maximal effect; % is set by controls: 0 for no effect and ±100 for the full control effect; nearly all actives have a fitted effect of over 60% in size
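Recombinant glycosomal PGK reaction used 1,3-bisphosphoglycerate generated in-well by GAPDH (100nM final) in 100mM TEA pH 7.6, 5mM MgCl2, 0.01% Tween-20. After 60 minutes at room temperature, ATP was read by Kinase-Glo Plus luminescence end-point.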
Pin1 inh = blocks the human prolyl isomerase Pin1 | Q13526 | Pin1 FP peptide displacement, HiFluor488, 10 min | Potency, µM (series often up to 115 µM), inactives show top-dose activity, negative = inhibition, usual class: inhibitors | 390,000 compounds, 0.009% hits; active = well fitted inhibition curve with a large enough effect in the polarisation, with a control signal flat, not every such curve was filed as active; inconclusive = small, poorly fitted or top-dose-only effect, or effect the other way, or a change in a side signal; inactive = no such curve, though single readings can be large or run the other way; the % refers to the polarisation; note: potency is the fitted concentration of half-maximal effect; % is set by controls: 0 for no effect and ±100 for the full control effect
PI4K2A block = inhibitors of human PI4K2A. AID 1346378. activity change, negative = inhibition, % at 76.9 µM. 420,000 compounds, 0.13% hits. purified PI4K2A, ADP-Glo luminescence, 1 h; hits give low values; in the data active = activity change below about -50%; inconclusive = mostly about -30% to -49%;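 note: -100% = wells without enzyme as full effect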
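In this quantitative HTS, ADP production by PI4K2A was quantified luminescently after 1 h at ambient temperature; 100 microM adenosine served as plate-quality control.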
G9a inh = G9a (human) methyltransferase inhibition; G9a H3K9 monomethylation, AlphaScreen, 2 h; Q96KQ7; Potency, µM (top dose mostly 102 µM), without a hit: at the top dose activity, negative = inhibition, usual class: inhibitors; 350,000 compounds, 8.8% hits; note: potency is the fitted concentration of half-maximal effect; % is set by controls: 0 for no effect and ±100 for the full control effect; nearly all actives have a fitted effect of over 75% in size
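Step 1: enzyme (final 20 nM) with compound, 15 min RT. Step 2: substrate peptide 500 nM and SAM 20 uM, 2 h RT. Step 3: anti-H3K9me1 antibody and AlphaScreen beads, 10 min, then plate read.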
ERG-DNA inh = ERG Ets/DNA interaction inhibition. P11308. fluorescence polarization, His-ERG Ets domain / labelled DNA. Potency, µM (titrated, usually from 76.9 µM), without a hit: at the top dose FP activity, negative = inhibition, most hits filed as inhibitors. 370,000 compounds, 0.028% hits. AID 624246; active = well fitted inhibition curve with a large enough effect in the polarisation, with a control signal flat; inconclusive = small, poorly fitted or top-dose-only effect, or effect the other way, or a change in a side signal; inactive = no such curve, though single readings can be large or run the other way; the % refers to the polarisation;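 note: polarization taken with two DNA probes labelled with fluorescein and Texas red; potency is the fitted concentration of half-maximal effect; % of control where 0% means no effect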
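His-tagged ERG Ets domain (1 uM in the protein solution; 300mM KCl, 50mM Tris-HCl, 1mM EDTA, 1mM DTT, pH 7.5) received compound, then a probe mix of 5 nM fluorescein-DNA and 100nM Texas-615-DNA. Fluorescence polarization was read for both dyes.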
JMJD2A Tudor = JMJD2A Tudor domain (human) inhibition; AID 504339; 390,000 compounds, 4.4% hits; AlphaScreen JMJD2A-Tudor / H3K4me3 peptide binding; O75164; Potency, µM (top dose mostly 114 µM), inactives show at the highest dose activity change, negative = inhibition, hits mostly inhibitors; note: potency is the fitted concentration of half-maximal effect; % is set by controls: 0 for no effect and ±100 for the full control effect; nearly all actives have a fitted effect of over 50% in size
Target sequence (O75164 whole entry, looked up, the tested form may be a part): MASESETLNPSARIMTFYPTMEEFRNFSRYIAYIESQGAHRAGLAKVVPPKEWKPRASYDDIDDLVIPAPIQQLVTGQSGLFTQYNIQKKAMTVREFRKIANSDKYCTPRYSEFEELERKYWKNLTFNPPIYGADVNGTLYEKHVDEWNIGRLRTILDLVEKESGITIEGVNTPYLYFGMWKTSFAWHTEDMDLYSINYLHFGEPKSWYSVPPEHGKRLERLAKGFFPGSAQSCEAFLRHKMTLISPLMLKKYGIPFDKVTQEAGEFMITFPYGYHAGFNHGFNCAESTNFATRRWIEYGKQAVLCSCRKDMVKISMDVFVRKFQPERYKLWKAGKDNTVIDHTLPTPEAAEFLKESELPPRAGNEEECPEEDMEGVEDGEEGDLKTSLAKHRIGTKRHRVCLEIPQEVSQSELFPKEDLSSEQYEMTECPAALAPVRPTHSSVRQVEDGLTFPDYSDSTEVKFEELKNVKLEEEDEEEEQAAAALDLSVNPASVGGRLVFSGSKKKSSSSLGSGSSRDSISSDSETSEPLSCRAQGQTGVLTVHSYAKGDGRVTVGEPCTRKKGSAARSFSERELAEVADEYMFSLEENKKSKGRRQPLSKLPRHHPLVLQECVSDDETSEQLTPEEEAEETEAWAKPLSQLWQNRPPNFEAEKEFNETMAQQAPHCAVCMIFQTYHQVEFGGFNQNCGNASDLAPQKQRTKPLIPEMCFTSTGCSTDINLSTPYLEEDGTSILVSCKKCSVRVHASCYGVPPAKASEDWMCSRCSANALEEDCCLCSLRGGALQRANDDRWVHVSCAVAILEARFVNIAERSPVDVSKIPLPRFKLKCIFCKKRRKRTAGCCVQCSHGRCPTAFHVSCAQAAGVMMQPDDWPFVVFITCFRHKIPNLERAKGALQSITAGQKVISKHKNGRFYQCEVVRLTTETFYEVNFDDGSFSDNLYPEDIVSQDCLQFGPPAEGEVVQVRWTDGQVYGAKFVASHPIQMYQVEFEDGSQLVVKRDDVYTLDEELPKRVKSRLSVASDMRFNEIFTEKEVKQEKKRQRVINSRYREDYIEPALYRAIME
* = called active by the depositor; i = inactive; ? = inconclusive; . = no result given; [ ] = remark or other dose. Unless noted, calls come from the whole dose curve; as a rule, active = well fitted curve in the direction sought with a large enough effect; inconclusive = small, poorly fitted or top-dose-only effect, or another doubt; inactive = no such curve, though single readings can be large; an effect the other way counts as inactive or inconclusive.

SMILES	BAZ2B block	HP1b chromo inh	GLS inhibitor	Tb PGK inh	Pin1 inh	PI4K2A block	G9a inh	ERG-DNA inh	JMJD2A Tudor
COc1ccccc1CNC(=O)c1ccc(S(=O)(=O)N(C)c2ccccc2)cc1	9%	28%	0%	-2%	29%	-3	-33%	7%	-3%
c1ccc2c(c1)OCC(CNc1ncnc3sccc13)O2 (stereo not drawn)	1%	8%	5%	i	6%	0	-23%	0%	-17%
COc1ccc(S(=O)(=O)N2CCSCC2)cc1	-3%	35%	13%	6%	1%	3	1%	-1%	-8%
Cc1[nH]nc2c1C(c1ccc(N(C)C)cc1)C1=C(CC(C)(C)CC1=O)N2 (stereo not drawn)	?	18%	21%	i	1%	14	?	-18%	-28%
COc1ccc(NC(=O)CCCn2c(=O)[nH]c3ccccc3c2=O)cc1	4%	36%[activator]	3%	-7%	4%	3	15%[59 µM]	-3%	-14%
Cc1ccc(NS(=O)(=O)c2ccc(-c3cc(C)no3)cc2)c(C)c1	-2%	45%[activator]	3%	-7%	-9%	-1	1%[59 µM]	1%	-6%
Cc1ccc(Cn2ccc(NC(=O)c3cc4nc(-c5ccco5)cc(C(F)(F)F)n4n3)n2)cc1	3%	68%[activator]	-14%	-1%	0%	2	19%	7%	-11%
O=C(Nc1ccccc1N1CCOCC1)C1=NN(c2c(F)c(F)cc(F)c2F)C(=O)CC1	-1%	32%	-15%	7%	0%	8	4%[12.7 µM]	0%	-21%
Cc1ccc(CS(=O)(=O)c2cn(CC(=O)Nc3ccon3)c3ccccc23)cc1	-11%	4%	0%	0%	0%	-1	?	22%	-24%
CN(CC(=O)Nc1ccccc1Br)C(=O)c1cc(Cl)nc2ccccc12	-5%	28%	0%	i	-5%	-5	17%[12.7 µM]	2%	-17%
COc1ccc(-n2c(-c3ccc(OC)c(OC)c3)n[nH]c2=S)cc1	-4%	2%	?	6%	-4%	-18	5.6µM*	-5%	1.3µM*
CC(C(=O)Nc1ccc(F)c(Cl)c1)N1Cc2ccccc2C1=O (stereo not drawn)	1%	20%	1%	-10%	2%	1	6%[59 µM]	8%	1%
Cc1c(C(=O)O)nnn1-c1nonc1N	-22%	24%	-6%	i	0%	-1	-34%	0%	-7%
Cc1ccc(Cl)cc1NC(=O)c1sc(-n2nc(C)c(Cc3ccc4c(c3)OCO4)c2C)nc1C	-34%	33%	7%	i	2%	2	-24%[59 µM]	-7%	-7%
O=C(NC1CCCCC1)C1CCC(CNS(=O)(=O)c2cccc3nsnc23)CC1 (stereo not drawn)	9%	33%	3%	i	0%	-5	16%	-6%	-21%
CCOc1cc(/C=C2/C(=O)NN(c3cccc(Cl)c3)C2=O)ccc1O	35µM*	-18%	-4%	-9%	-9%	?	32µM*	-5%	?
Cc1nn(Cc2ccccc2)c(C)c1NC(=O)CSc1nc2c(c(C(F)(F)F)n1)CCc1ccccc1-2	-8%	18%	1%	3%	0%	-2	9%[59 µM]	-1%	1%
CC(C)(C)NC(=O)C1CCN(C(=O)c2ccc(-c3ccccc3)cc2)CC1	?	16%	0%	i	-12%	2	-27%[12.7 µM]	-1%	-17%
CN(C(=O)c1ccc(NC(=O)Cc2ccc(NC(=O)C3CCN(C(=O)C4CC4)CC3)cc2)cc1)C1CC1	9%	37%	-6%	0%	-5%	2	-27%[2.33 µM]	8%	-18%
COc1cccc(NC(=O)C(c2ccccc2)N2CCCCC2)c1 (stereo not drawn)	-19%	7%	-3%	i	-1%	-7	3%	-3%	-5%
COc1ccc(NC(=O)CC2C(=O)N(c3ccc(C)cc3)C(=O)N2Cc2ccc3c(c2)OCO3)cc1 (stereo not drawn)	-5%	59%[activator]	0%	-1%	-4%	1	33%[activator][59 µM]	-2%	?
CS(=O)(=O)N(CC(=O)NCc1ccccc1)Cc1ccc(Cl)cc1	-4%	5%	9%	-8%	-4%	2	13%	-9%	-6%
CCc1cccc(NC(=O)C2CCN(S(=O)(=O)c3cccc(-c4noc(C)n4)c3)CC2)c1	-28%	20%	1%	0%	?	-1	-4%[59 µM]	2%	-24%
COc1cccc(-c2cc(C(=O)N3CCCCCC3)no2)c1	0%	51%[activator]	6%	5%	-19%	-4	-7%[59 µM]	-4%	10%
O=C(c1ccco1)N1CCN(S(=O)(=O)c2ccc(S(=O)(=O)NC3CC3)cc2)CC1	5%	27%	0%	i	2%	-3	?	.	-12%

Next part, overlapping the part above by four compounds.
SMILES	BAZ2B block	HP1b chromo inh	GLS inhibitor	Tb PGK inh	Pin1 inh	PI4K2A block	G9a inh	ERG-DNA inh	JMJD2A Tudor
CS(=O)(=O)N(CC(=O)NCc1ccccc1)Cc1ccc(Cl)cc1	-4%	5%	9%	-8%	-4%	2	13%	-9%	-6%
CCc1cccc(NC(=O)C2CCN(S(=O)(=O)c3cccc(-c4noc(C)n4)c3)CC2)c1	-28%	20%	1%	0%	?	-1	-4%[59 µM]	2%	-24%
COc1cccc(-c2cc(C(=O)N3CCCCCC3)no2)c1	0%	51%[activator]	6%	5%	-19%	-4	-7%[59 µM]	-4%	10%
O=C(c1ccco1)N1CCN(S(=O)(=O)c2ccc(S(=O)(=O)NC3CC3)cc2)CC1	5%	27%	0%	i	2%	-3	?	.	-12%
O=C(CN1CCN(c2ccccn2)CC1)Nc1ccccc1F	-34%	15%	-5%	-5%	0%	5	-18%	-6%	-22%
CCCN(CC(=O)Nc1ccccc1OC)C(=O)CSc1ccc(Br)cc1C	4%	43%[activator]	0%	2%	10%	-2	2%[12.7 µM]	2%	8%
CCN1CCN(CC(=O)c2c(C)n(C)c3ccc(OC)cc23)CC1	0%	17%	1%	-5%	-2%	-18	6%[59 µM]	4%	0%
C=CCOc1ccccc1/C=N/n1nnnc1N	3%	19%	2%	-8%	0%	2	-12%	6%	0%
CC(=O)N1N=C(c2ccccc2)CC1c1ccc2c(c1)OCO2 (stereo not drawn)	-14%	10%[57 µM]	0%	i	-4%	0	12%	9%	-21%
COC(=O)c1sccc1NC(=O)c1ccc(C)cc1	3%	72%[activator]	7%	4%	5%	5	20%[0.501 µM]	-7%	-2%
CCN(CC)S(=O)(=O)c1ccc(NC(=O)c2ccccc2N(C)S(C)(=O)=O)cc1	10%	6%	-11%	-9%	18%	4	6%[59 µM]	3%	-23%
CCCCN(C)CCNC(=O)CSCc1ccc(C)cc1	50µM*	?	9%	-3%	-12%	3	3.5µM*	-7%	5%[11.4 µM]
CC(NC(=O)c1ccccc1F)c1nnc(SCC(=O)NC2CCCC2)n1C (stereo not drawn)	-15%	25%	6%	-9%	-1%	-5	16%	-13%	-8%
O=C(COC(=O)c1cccc(C(=O)OCC(=O)NCc2ccc(F)cc2)n1)NCc1ccc(F)cc1	-4%	27%	-4%	-7%	3%	5	9%[59 µM]	-8%	6%
CCOC(=O)C1=C(C)NC(C)=C(C(=O)OCC)C1C(=O)OCC(=O)NCc1ccccc1OC	.	25%	-4%	3%	-2%	2	.	4%	-5%
Cc1ccc(C)n1NC(=O)c1ccco1	-1%	16%	10%	-1%	1%	-22	40µM*	4%	-15%
COC(=O)c1sccc1NC(=O)c1cccc(Cl)c1	.	28%	59%[activator]	-7%	-1%	1	.	-10%	14%
CSc1nc(N(C)NC(=O)c2cccc(C)c2)c2ccccc2n1	2%	54%	-1%	-10%	-2%	8	25%[2.33 µM]	1%	-7%
COc1ccc(Cl)cc1NC(=O)Cn1cc2c(n1)CCC(C)C2 (stereo not drawn)	0%	20%	-20%	4%	-3%	1	-6%[59 µM]	4%	-8%
COc1cccc(NC2=Nc3cccc4cccc2c34)c1	40µM*	-36%	10%	-5%	?	-1	?	1%	45µM*
CC(C)Cc1nc(N2CCN(C(=O)c3ccco3)CC2)c(C#N)c2c1CCC2	-47%	-4%	9%	i	19%	9	?	15%	-30%
Cc1cc(C)n(-c2ccc(C(=O)Nc3ccc(C)c(S(=O)(=O)N(C)C)c3)cc2)n1	4%	6%	4%	i	2%	1	4%[59 µM]	7%	-11%
CCOc1ccc(N2CC(C(=O)NCCN3C(=O)S/C(=C\c4cccnc4)C3=O)CC2=O)cc1 (stereo not drawn)	.	17%	-1%	-2%	4%	-8	40µM*	13%	-11%
O=C(Cn1cncn1)N/N=C/c1cc([N+](=O)[O-])ccc1O	22µM*	35%	0%	-9%	1%	-7	20%[59 µM]	-9%	25µM*
CC(C)CC(OC(=O)c1nsc(Cl)c1Cl)C(=O)NCc1cccs1 (stereo not drawn)	5%	18%	5%	0%	-2%	1	-11%[59 µM]	-3%	-12%

Printed as active in BAZ2B block, of those listed so far:
SMILES	BAZ2B block	HP1b chromo inh	GLS inhibitor	Tb PGK inh	Pin1 inh	PI4K2A block	G9a inh	ERG-DNA inh	JMJD2A Tudor
CCOc1cc(/C=C2/C(=O)NN(c3cccc(Cl)c3)C2=O)ccc1O	35µM*	-18%	-4%	-9%	-9%	?	32µM*	-5%	?
CCCCN(C)CCNC(=O)CSCc1ccc(C)cc1	50µM*	?	9%	-3%	-12%	3	3.5µM*	-7%	5%[11.4 µM]
COc1cccc(NC2=Nc3cccc4cccc2c34)c1	40µM*	-36%	10%	-5%	?	-1	?	1%	45µM*
O=C(Cn1cncn1)N/N=C/c1cc([N+](=O)[O-])ccc1O	22µM*	35%	0%	-9%	1%	-7	20%[59 µM]	-9%	25µM*
